Source: PubChem (Southern Research Specialized Biocontainment Screening Center)
M. tuberculosis HTS: M. tuberculosis growth inhibition, HTS (AID 449762) | 330,000 tested, 0.59% active | M. tuberculosis H37Rv growth inhibition, 7H9 media; higher % means a stronger effect | inhibition, % at 25 µM, or IC50 in µM where a hit was titrated; in the data active = a potency from the dose series; inconclusive = inhibition above about 70% without an active follow-up result;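 also: bacterial growth assessed after seven days of incubation; strong numbers were not always called active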
influenza NS1A: H1N1 influenza NS1A inhibitors, functional cell based assay (AID 504329) | 340,000 tested, 0.3% active | one-dose inhibition, % at 12.5 µM; IC50 in µM for titrated hits | NS1A functional cell-based assay, percent inhibition; higher % means a stronger effect; in the data active = a potency from the dose series; inconclusive = inhibition above about 27% without an active follow-up result; also: strong numbers were not always called active
inhibitors of VEEV: inhibitors of VEEV TC-83 cytopathic effect, confirmation, Vero cells (AID 588727); 350,000 tested, 0.13% active; one-dose inhibition, % at 20 µM; IC50 in µM for titrated hits; Vero cells, VEEV TC-83 cytopathic effect inhibition; higher % means a stronger effect; in the data active = a potency from the dose series; inconclusive = inhibition mostly from about 14% at the one dose, without a potency; inactive = the rest, 99 in 100 with inhibition below about 12%; also: strong numbers were not always called active
tuberculosis growth: growth inhibition of non-replicating M. tuberculosis (AID 488890). Mycobacterium tuberculosis non-replicating, growth inhibition; higher % means a stronger effect. one-dose inhibition, % at 25 µM; IC50 in µM for titrated hits. 320,000 tested, 0.39% active; in the data active = a potency from the dose series; inconclusive = inhibition mostly from about 82% at the one dose, without a potency; inactive = the rest, 99 in 100 with inhibition below about 76%;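 also: plate controls were DMSO cells for no effect and high antibiotic wells for full effect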
PhoP GFP inhibition: PhoP regulon inhibitors, Salmonella typhi PhoP promoter GFP reporter, confirmatory (AID 1850) | Salmonella Typhi PhoP-promoter GFP reporter, fluorescence, 4 h; higher % means a stronger effect | inhibition, % at 50 µM, or IC50 in µM where a hit was titrated | 310,000 tested, 0.33% active; in the data active = a potency from the dose series; inconclusive = inhibition mostly from about 25% at the one dose, without a potency; inactive = the rest, 99 in 100 with inhibition below about 19%;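 also: 0% = induced wells with vehicle and 100% = uninduced wells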
inhibitors of VEEV 10K pilot screen: also measured in inhibitors of VEEV; calls as there; inhibition, %; measured here: 10K pilot screen inhibition
An asterisk follows results filed as active; & = joins results of further samples.

C/C(CC(=O)Nc1ccccn1)=N\NC(=O)c1ccc2ccccc2c1 was read as M. tuberculosis HTS -4%, influenza NS1A -4%, inhibitors of VEEV 1.8%, tuberculosis growth 3% and PhoP GFP inhibition 3%.
`CN(Cc1c(C(=O)N/N=C/c2ccc(O)cc2)nnn1-c1nonc1N)c1ccccc1` gave M. tuberculosis HTS 0%, influenza NS1A 4%, inhibitors of VEEV 4.1%, tuberculosis growth 16% and PhoP GFP inhibition -19%.
For O=C(/C=C/c1ccc(Br)cc1)NC(=S)NNC(=O)c1ccco1 the results were M. tuberculosis HTS 7%, influenza NS1A 4%, inhibitors of VEEV 50%, tuberculosis growth 8%, PhoP GFP inhibition 15% and inhibitors of VEEV 10K pilot screen 5.7.
Screening CCCCNC(=O)/C(C#N)=C/c1cccnc1 returned M. tuberculosis HTS -1%, influenza NS1A -1%, inhibitors of VEEV 3.3%, tuberculosis growth 14% and PhoP GFP inhibition -8%.
`CCCC(=O)NC(=S)Nc1ccc(N2CCN(C(=O)c3cccs3)CC2)cc1` gave M. tuberculosis HTS inconclusive, influenza NS1A -1%, inhibitors of VEEV 4.1%, tuberculosis growth inconclusive and PhoP GFP inhibition 6%.
`Cc1ccsc1C(=O)NCCc1c[nH]c2ccccc12` gave M. tuberculosis HTS -4%, influenza NS1A -4%, inhibitors of VEEV 3.9%, tuberculosis growth -2% and PhoP GFP inhibition -6%.
Cc1ccc(C(=O)Nc2cccc(C(F)(F)F)c2)cc1NC(=O)c1ccno1 was read as M. tuberculosis HTS -9%, influenza NS1A 5%, inhibitors of VEEV 2.0%&1.5%, tuberculosis growth 13% and PhoP GFP inhibition 1%.
CCCCC1=CC2=CC(=O)C(C)(OC(=O)c3ccco3)C(=O)C2=CO1 (centres undefined) was read as M. tuberculosis HTS -2%, tuberculosis growth 10% and PhoP GFP inhibition -4%.
Cc1cc(N=CC2=C(O)CCCC2=O)no1 was read as M. tuberculosis HTS 0%, influenza NS1A -16%, inhibitors of VEEV 0.8%, tuberculosis growth 2% and PhoP GFP inhibition -2%.
`COc1ccc2c(c1)c1nnc(SC)nc1n2C` gave M. tuberculosis HTS -4%, influenza NS1A -6%, inhibitors of VEEV 2.7%, tuberculosis growth -31% and PhoP GFP inhibition -2%.
CCOC(=O)[C@@H]1[C@H]2COc3ccc(Br)cc3[C@H]2N2C(=O)N(c3cccc(Cl)c3)C(=O)[C@]12C was read as M. tuberculosis HTS 1%, influenza NS1A 16%, inhibitors of VEEV inactive, tuberculosis growth -4%, PhoP GFP inhibition -7% and inhibitors of VEEV 10K pilot screen 1.1.
Screening CN=c1oc2ccc(Cl)cc2cc1C(N)=O returned M. tuberculosis HTS -7%, influenza NS1A -2%, inhibitors of VEEV 4.9%, tuberculosis growth 43% and PhoP GFP inhibition 3%.
Cc1cc(C)cc(NC(=S)NCc2ccncc2)c1 was read as M. tuberculosis HTS -1%, influenza NS1A 7%, inhibitors of VEEV 0.1%, tuberculosis growth 73% and PhoP GFP inhibition 3%.
O=C(Nc1ncc2c(n1)CC(c1ccccc1)CC2=O)c1ccco1 (centres undefined) was read as M. tuberculosis HTS -2%, influenza NS1A 0%, inhibitors of VEEV 4.7%, tuberculosis growth 10% and PhoP GFP inhibition 1%.
CN(C)CCNC(=O)CCCNC(=O)Cn1cnc2sc3c(c2c1=O)CCCC3 was read as M. tuberculosis HTS -8%, influenza NS1A 2%, inhibitors of VEEV 3.4%, tuberculosis growth -16% and PhoP GFP inhibition 12%.
CCCC(O)(CCC)C(=O)NNc1ccccc1 was read as M. tuberculosis HTS inconclusive, influenza NS1A -2%, inhibitors of VEEV 1.7%, tuberculosis growth 23% and PhoP GFP inhibition 0%.
Cc1ccc(/C=C2/C(=O)NC(=O)N(CC3CCCO3)C2=O)s1 (centres undefined) was read as M. tuberculosis HTS 7%, influenza NS1A -12%, inhibitors of VEEV 0.3%, tuberculosis growth 11%, PhoP GFP inhibition -1% and inhibitors of VEEV 10K pilot screen 0.7.
CC(=O)c1cccc(NS(=O)(=O)c2csc(C(N)=O)c2)c1 was read as M. tuberculosis HTS 4%, influenza NS1A -3%, inhibitors of VEEV 0.7%, tuberculosis growth -17% and PhoP GFP inhibition -10%.
Screening CCCNS(=O)(=O)c1ccc(OCC(=O)N2CCN(c3ccccc3)CC2)cc1 returned M. tuberculosis HTS -2%, influenza NS1A -6%, inhibitors of VEEV 0.6%, tuberculosis growth -5% and PhoP GFP inhibition -5%.
`COc1ncccc1-c1nnn(-c2ccccc2Br)n1` gave M. tuberculosis HTS 7%, influenza NS1A 3%, inhibitors of VEEV 0.6%, PhoP GFP inhibition 7% and inhibitors of VEEV 10K pilot screen 3.5.
Screening O=C1c2ccccc2C(Nc2ccccc2)N1Cc1ccc2c(c1)OCO2 (centres undefined) returned M. tuberculosis HTS 9%, influenza NS1A 3%, inhibitors of VEEV 0.8%, tuberculosis growth 13% and PhoP GFP inhibition 3%.
`CCc1ccc2ncc(C(=O)c3ccccc3)c(N3CCOCC3)c2c1` gave M. tuberculosis HTS -7%, influenza NS1A 5%, inhibitors of VEEV 6.3%, tuberculosis growth 16% and PhoP GFP inhibition -3%.
For CN(C)CCSc1nc2cc(S(=O)(=O)N3CCCCC3)ccc2o1 the results were M. tuberculosis HTS 1%, influenza NS1A -6%, inhibitors of VEEV 9.1% and tuberculosis growth -3%.
For COc1ccc(S(=O)(=O)n2nc(OC(=O)c3c(-c4ccccc4Cl)noc3C)cc2N)cc1 the results were M. tuberculosis HTS -1%, influenza NS1A 1%, inhibitors of VEEV 0.3%, tuberculosis growth 22% and PhoP GFP inhibition -3%.
For CCOc1ccc(N2C(=O)CC(Cc3ccc(Br)cc3)C2=O)cc1 (centres undefined) the results were M. tuberculosis HTS 33%, influenza NS1A 14%, inhibitors of VEEV 0.9%, tuberculosis growth 40% and PhoP GFP inhibition -7%.
`NS(=O)(=O)c1ccc(CNC(=O)Cn2nc(C(F)F)cc2C(F)F)cc1` gave M. tuberculosis HTS -4%, influenza NS1A -9%, inhibitors of VEEV 1.0% and tuberculosis growth -1%.
For C=C1c2cc(CC)ccc2NC(=O)N1c1ccc(C)cc1 the results were M. tuberculosis HTS -6%, influenza NS1A -5%, inhibitors of VEEV 10% and PhoP GFP inhibition 5%.
`Cc1cccc(OCCCCCn2ccnc2)c1C` gave M. tuberculosis HTS inconclusive, influenza NS1A -4%, inhibitors of VEEV inactive, tuberculosis growth inconclusive and PhoP GFP inhibition -9%.
CC(C)C(=O)Nc1ccc(C(=O)Nc2nnc(C(C)(C)C)s2)cc1 was read as M. tuberculosis HTS inconclusive, inhibitors of VEEV 9.6%, tuberculosis growth 24% and PhoP GFP inhibition -8%.
Screening O=C(COC(=O)c1ccc(O)cc1)NC1CCCCCC1 returned M. tuberculosis HTS 3%, influenza NS1A -7%, inhibitors of VEEV 3.2% and tuberculosis growth 19%.
Screening Cc1ccccc1CN1[C@@H]2c3ccccc3C[C@@H]2OCCS1(=O)=O returned M. tuberculosis HTS 1%, influenza NS1A 1%, inhibitors of VEEV inactive, tuberculosis growth 16% and PhoP GFP inhibition -14%.
Screening CS(=O)(=O)N(CC(=O)NCc1ccncc1)c1ccc(Cl)c(Cl)c1 returned M. tuberculosis HTS 7%, influenza NS1A -3%, inhibitors of VEEV 1.0%, tuberculosis growth 5% and PhoP GFP inhibition -2%.
Screening CCc1ccc(NC(=O)CN2CCC(C(=O)c3ccc(OC)cc3)CC2)cc1 returned M. tuberculosis HTS inconclusive, influenza NS1A -4%, inhibitors of VEEV 1.1%, tuberculosis growth 76% and PhoP GFP inhibition 4%.
Screening Cc1ccc(C(=O)Nc2ccc3c(c2)OCCO3)cc1S(=O)(=O)N1CCOCC1 returned M. tuberculosis HTS -1%, influenza NS1A 1%, inhibitors of VEEV 4.9% and tuberculosis growth 27%.
`COC(=O)c1[nH]c2cc(C)ccc2c1NC(=O)CN1CCCc2ccccc21` gave M. tuberculosis HTS 10%, influenza NS1A -1%, inhibitors of VEEV 8.3%, tuberculosis growth 18% and PhoP GFP inhibition 21%.
COc1ccc(NC(=O)CSc2nc3[nH]ncc3c(=O)[nH]2)c(OC)c1 was read as M. tuberculosis HTS 29%, influenza NS1A -5%, inhibitors of VEEV 3.1%, tuberculosis growth 17% and PhoP GFP inhibition 2%.
COc1ccc(C)cc1S(=O)(=O)N1CCC(C(=O)NCCc2ccccc2)CC1 was read as M. tuberculosis HTS -6%, influenza NS1A -2%, inhibitors of VEEV 2.4%, tuberculosis growth 18% and PhoP GFP inhibition -12%.
`O=C(c1cccnc1)N1CCN(c2ccc([N+](=O)[O-])cc2Cl)CC1` gave M. tuberculosis HTS 2%, influenza NS1A -9%, inhibitors of VEEV inactive, tuberculosis growth 14% and PhoP GFP inhibition 2%.
For CCc1nc2c(oc3ccccc32)c(=O)[nH]1 the results were M. tuberculosis HTS 1%, influenza NS1A -8%, inhibitors of VEEV inactive, tuberculosis growth -9%, PhoP GFP inhibition -9% and inhibitors of VEEV 10K pilot screen 0.9.
O=c1cc(-c2ccc(O)cc2)oc2c1ccc1ccccc12 was read as M. tuberculosis HTS 1%, influenza NS1A -1%, inhibitors of VEEV 1.2% and tuberculosis growth 3%.
Screening Cn1nc(C(=O)NC2CCCN(Cc3ccccc3F)C2)c2ccccc2c1=O (centres undefined) returned M. tuberculosis HTS -4%, influenza NS1A -13%, inhibitors of VEEV 2.4%, tuberculosis growth -8% and PhoP GFP inhibition -2%.
Screening CC(=O)N1CCN(C(=O)c2ccccc2NS(=O)(=O)c2ccc(F)cc2)CC1 returned M. tuberculosis HTS -2%, influenza NS1A -17%, inhibitors of VEEV inactive and tuberculosis growth -13%.
`CC[n+]1ccc(/C=C/c2c[nH]c3ccccc23)cc1` gave M. tuberculosis HTS -5%, influenza NS1A -15%, inhibitors of VEEV inactive, tuberculosis growth 12% and PhoP GFP inhibition -1%.
O=C(c1c(Cl)cccc1Cl)N1CCCCCC1 was read as M. tuberculosis HTS 0%, influenza NS1A -13%, inhibitors of VEEV 0.5%, tuberculosis growth -7% and PhoP GFP inhibition -6%.
For COc1ccc(C2C=C(C)Nc3nc4ccccc4n32)cc1 (centres undefined) the results were M. tuberculosis HTS -3%, inhibitors of VEEV 1.3%, tuberculosis growth -12% and PhoP GFP inhibition 0%.
Screening Cc1ccc(NCC(=O)N/N=C/c2cc3ccccc3nc2Cl)cc1 returned M. tuberculosis HTS 8%, influenza NS1A 5%, inhibitors of VEEV 6.1%, tuberculosis growth 18% and PhoP GFP inhibition 2%.
Screening CN(C)CCNc1ccc(CO)c2oc3ccc(O)cc3c(=O)c12 returned influenza NS1A 3% and inhibitors of VEEV 6.7%.
Screening CC(=O)N/N=C/c1cc(C(C)(C)C)cc(/C=N/NC(C)=O)c1O returned M. tuberculosis HTS 70%, inhibitors of VEEV 2.9%, tuberculosis growth 43% and PhoP GFP inhibition 3%.
For CCc1cc2cc(C)ccc2nc1SCC(=O)NNC(=O)c1ccco1 the results were M. tuberculosis HTS -5%, influenza NS1A 13%, inhibitors of VEEV 2.4%, tuberculosis growth -32% and PhoP GFP inhibition -3%.

Six records drawn at random from the list so far:
For COc1ccc(C2C=C(C)Nc3nc4ccccc4n32)cc1 (centres undefined) the results were M. tuberculosis HTS -3%, inhibitors of VEEV 1.3%, tuberculosis growth -12% and PhoP GFP inhibition 0%.
`CC[n+]1ccc(/C=C/c2c[nH]c3ccccc23)cc1` gave M. tuberculosis HTS -5%, influenza NS1A -15%, inhibitors of VEEV inactive, tuberculosis growth 12% and PhoP GFP inhibition -1%.
Screening CC(=O)N1CCN(C(=O)c2ccccc2NS(=O)(=O)c2ccc(F)cc2)CC1 returned M. tuberculosis HTS -2%, influenza NS1A -17%, inhibitors of VEEV inactive and tuberculosis growth -13%.
For CCc1cc2cc(C)ccc2nc1SCC(=O)NNC(=O)c1ccco1 the results were M. tuberculosis HTS -5%, influenza NS1A 13%, inhibitors of VEEV 2.4%, tuberculosis growth -32% and PhoP GFP inhibition -3%.
Screening Cc1ccc(NCC(=O)N/N=C/c2cc3ccccc3nc2Cl)cc1 returned M. tuberculosis HTS 8%, influenza NS1A 5%, inhibitors of VEEV 6.1%, tuberculosis growth 18% and PhoP GFP inhibition 2%.
O=C(c1c(Cl)cccc1Cl)N1CCCCCC1 was read as M. tuberculosis HTS 0%, influenza NS1A -13%, inhibitors of VEEV 0.5%, tuberculosis growth -7% and PhoP GFP inhibition -6%.
